Assay outcomes (PubChem)
Integrin act MD = activators of alpha7 integrin expression for muscular dystrophy; AID 624291; actives 0.064% (n = 350,000); alpha7betagal myoblasts, beta-gal FDG fluorescence, 48 h; Potency, µM (top dose mostly 38.3 µM), for the others: top-dose activation, hits mostly activators;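 also: potency is read from the fitted curve at half-maximal effect; 100% = response of the positive control SU9516; nearly all actives have a fitted effect of over 60% in size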
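Alpha7betagal+/- myoblasts (passage 13) were plated 16-24 hr, then exposed to compounds (1:260 dilution of DMSO stock) for 48 hours at 37C. After MPER lysis, β-galactosidase reporter activity was read as FDG fluorescence (ex 480/em 540) after 30 minutes.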
MLL CXXC-DNA inh = inhibitors of human MLL CXXC domain-DNA interaction; MLL-CXXC / FITC-HOXA9 DNA fluorescence polarization; Q03164; Potency, µM (series often up to 115 µM), without a hit: at the highest dose activity change, negative = inhibition, actives largely listed as inhibitors; actives 0.037% (n = 290,000); active = well fitted inhibition curve with a large enough effect in the polarisation, with a control signal flat, not every such curve was filed as active; inconclusive = small, poorly fitted or top-dose-only effect, or effect the other way, or a change in a side signal; inactive = no such curve, though single readings can be large or run the other way; the % refers to the polarisation; also: potency is read from the fitted curve at half-maximal effect
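Fluorescence polarization: 7 uM MLL-CXXC (stock) preincubated 5 min with compounds, then 50 nM fluorescein-HOX-A9 DNA (stock) added; 30 min ambient. Buffer 50 mM Tris-HCl pH 7.5, 50 mM NaCl, 1 mM DTT, 0.05% BSA.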
Mito fusion yeast = blocks mitochondrial division or promotes mitochondrial fusion; S. cerevisiae fusion-defective mutant growth rescue, CellTiterGlo 48 h; actives 0.23% (n = 320,000); AID 485298; Potency, µM (series often up to 46.1 µM), inactives show top-dose growth rescue (activation), usual class: activators;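 also: potency is read from the fitted curve at half-maximal effect; % of control where 0% means no effect; nearly all actives have a fitted effect of over 45% in size; temperature-sensitive fusion mutants such as fzo1-1 at 37 °C on non-fermentable ethanol glycerol medium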
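Luminescent cell viability in 1536-well qHTS format served as the measure of rescued growth in ts fusion-mutant S. cerevisiae cultured on non-fermentable YPEG for 48 hours at 37C.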
TCR act = activates T cell receptor signaling. Potency, µM (titrated, usually from 9.22 µM), for the others: at the top dose activation of IL-2 secretion, actives largely listed as activators. primary human leukocytes, anti-CD3, IL-2 HTRF, 48 h. 330,000 tested, under 10 active; also: % of control where 0% means no effect
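Human primary leukocytes + a-CD3 beads + cpd, 48 hr; IL-2 in supernatant by HTRF (ex 320nm / em 665nm). No co-stimulatory signal supplied.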
AT treatment = potential ataxia-telangiectasia treatments restoring KAP-1 phosphorylation. Potency, µM (series often up to 57.5 µM), inactives show at the top dose activation, usual class: activators. […] A-T fibroblasts, KAP-1 phosphorylation AlphaLISA; neocarzinostatin DNA damage 30 min before lysis. actives 0.19% (n = 320,000). AID 485349; also: potency is read from the fitted curve at half-maximal effect; % of control where 0% means no effect; nearly all actives have a fitted effect of over 45% in size
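ATM-like activity read as KAP-1 phosphorylation via AlphaLISA donor/acceptor antibody pairs after lysis and 6 hr at 25C. Cells were ATM-null patient fibroblasts ([…], hTERT), dosed 60 min, then exposed to the DSB inducer NCS for 30 min.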
Menin-MLL TR inh = inhibitors of human menin-MLL interaction, mutant MLL peptide. actives 0.23% (n = 270,000). Potency, µM (top dose mostly 61.6 µM), for the others: at the top dose FP activity change, negative = inhibition, hits mostly inhibitors. Menin + Texas Red MLL mutant peptide, fluorescence polarization. O00255; active = well fitted inhibition curve with a large enough effect in the polarisation, with a control signal flat, not every such curve was filed as active; inconclusive = small, poorly fitted or top-dose-only effect, or effect the other way, or a change in a side signal; inactive = no such curve, though single readings can be large or run the other way; the % refers to the polarisation; also: potency is read from the fitted curve at half-maximal effect; % of control where 0% means no effect; many of its hits are not listed in these tables
TSG101-PTAP inh = blocks PTAP/TSG101 interaction to inhibit HIV-1 budding | Q99816 | Fluorescence polarization, FITC-PTAP peptide / Tsg101 binding | Potency, µM (series often up to 115 µM), for inactives: top-dose activity change, negative = inhibition, actives largely listed as inhibitors | 340,000 tested, under 10 active; active = well fitted inhibition curve with a large enough effect in the main read-out, with a control signal flat, not every such curve was filed as active; inconclusive = small, poorly fitted or top-dose-only effect, or effect the other way, or a change in a side signal; inactive = no such curve, though single readings can be large or run the other way; also: potency is read from the fitted curve at half-maximal effect; % of control where 0% means no effect
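Compounds were pin-transferred onto Tsg101 binding domain (10 uM final) in HEPES pH 7.5 buffer, then FITC-PTAP peptide was added at 50 nM final. After 20 min at RT, polarization reported peptide displacement across a qHTS concentration series.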
MBNL1-CUG inh = MBNL1-poly(CUG) RNA binding inhibition; Q9NR56; TR-FRET MBNL1-His/biotin-(CUG)12 binding, 665/545 ratio; Potency, µM (top dose mostly 57.5 µM), for inactives: at the top dose activity change, negative = inhibition, usual class: inhibitors; actives 0.036% (n = 280,000); AID 2675; active = well fitted inhibition curve with a large enough effect in the signal ratio, with a control signal flat, not every such curve was filed as active; inconclusive = small, poorly fitted or top-dose-only effect, or effect the other way, or a change in a side signal; inactive = no such curve, though single readings can be large or run the other way; the % refers to the signal ratio; also: potency is read from the fitted curve at half-maximal effect; % is scaled to controls: 0 for no effect and ±100 for the full control effect
Target sequence (Q9NR56 whole entry, looked up): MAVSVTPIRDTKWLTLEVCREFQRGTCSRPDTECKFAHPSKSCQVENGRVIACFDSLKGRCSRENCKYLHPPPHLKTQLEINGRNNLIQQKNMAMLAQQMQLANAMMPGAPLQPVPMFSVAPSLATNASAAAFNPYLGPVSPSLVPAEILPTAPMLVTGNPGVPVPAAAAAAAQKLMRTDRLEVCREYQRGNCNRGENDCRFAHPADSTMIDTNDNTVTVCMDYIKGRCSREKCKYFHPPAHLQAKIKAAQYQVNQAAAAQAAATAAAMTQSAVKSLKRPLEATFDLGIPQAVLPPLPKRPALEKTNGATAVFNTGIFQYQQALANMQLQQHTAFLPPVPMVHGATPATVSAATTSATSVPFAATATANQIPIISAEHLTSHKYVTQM
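Compounds (final 92 nM to 58 uM) are added to His-tagged MBNL1 and biotin-(CUG)12, then terbium anti-His antibody and streptavidin-XL665 (5 nM final). After 60 min at room temperature, the 665/545 nm ratio is read.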
S-ASM inh = inhibitors of human secretory acid sphingomyelinase | placental ASM, HMU-PC fluorogenic substrate, 60 min | Potency, µM (series often up to 57.5 µM), without a hit: at the highest dose activity change, negative = inhibition, most hits filed as inhibitors | actives 0.006% (n = 340,000); also: potency is read from the fitted curve at half-maximal effect
Target sequence (P17405 47-631 limits assumed): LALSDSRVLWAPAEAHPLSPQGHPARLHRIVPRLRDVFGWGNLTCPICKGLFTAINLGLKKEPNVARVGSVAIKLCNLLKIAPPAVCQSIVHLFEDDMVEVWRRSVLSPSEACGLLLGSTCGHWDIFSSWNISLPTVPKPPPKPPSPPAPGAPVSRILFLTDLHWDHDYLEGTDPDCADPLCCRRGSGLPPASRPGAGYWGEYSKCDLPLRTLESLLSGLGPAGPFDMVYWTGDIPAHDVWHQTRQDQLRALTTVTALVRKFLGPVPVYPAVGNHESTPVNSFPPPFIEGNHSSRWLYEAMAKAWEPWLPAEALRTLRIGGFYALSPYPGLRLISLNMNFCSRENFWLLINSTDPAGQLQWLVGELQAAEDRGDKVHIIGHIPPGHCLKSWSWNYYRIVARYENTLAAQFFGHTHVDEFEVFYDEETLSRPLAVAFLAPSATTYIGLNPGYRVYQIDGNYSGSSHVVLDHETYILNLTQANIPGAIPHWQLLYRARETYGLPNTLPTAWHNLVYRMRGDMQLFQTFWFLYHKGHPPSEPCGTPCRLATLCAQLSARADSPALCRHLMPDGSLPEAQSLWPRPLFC
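Human placenta-derived ASM enzyme was preincubated with compound for 10 minutes at room temperature, then given fluorogenic substrate HMU-PC0 (9 uM final) for 60 minutes at 37 °C; a pH 10 stop preceded fluorescence reading at Ex 386/Em 447 nm.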
TSHR antagonist = blocks TSH signaling through the human TSH receptor; P16473; TSHR-expressing cells, TSH-stimulated cAMP HTRF, 2 h; stronger effect = lower value; activity change, negative = inhibition, % at 11.5 µM; actives 0.2% (n = 330,000); AID 504810;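 active = activity change below a set negative limit, meaning inhibition stronger than a set level, cut at about -70% in these data; inconclusive = activity change between two set negative limits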; also: % is scaled to controls: 0 for no effect and ±100 for the full control effect
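TSHR-expressing cells, 200/well, pre-treated with compound, then stimulated with EC80 TSH (4nM final) for 2 hours at 37 deg C. cAMP measured by competitive HTRF: anti-cAMP cryptate antibody in lysis buffer plus cAMP-d2, read after 30 minutes at room temperature.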
An asterisk follows results filed as active; [ ] = remark or other dose. Unless noted, calls follow the shape of the dose curve; as a rule, active = well fitted curve in the direction sought with a large enough effect; inconclusive = small, poorly fitted or top-dose-only effect, or another doubt; inactive = no such curve, though single readings can be large; an effect the other way counts as inactive or inconclusive. Some of the compounds tested; rates above refer to the full screens.

`O=C(Nc1nc(-c2ccc3c(c2)OCO3)cs1)C1CC1` gave Integrin act MD 0%, MLL CXXC-DNA inh -2%, Mito fusion yeast 12%, TCR act 4%, AT treatment 3%, Menin-MLL TR inh 40%[activator], TSG101-PTAP inh -1%, MBNL1-CUG inh inconclusive, S-ASM inh 0% and TSHR antagonist -5.
`COc1cccc(NC(=O)COC(=O)Cc2ccccc2[N+](=O)[O-])c1` gave Integrin act MD -16%, MLL CXXC-DNA inh -5%, Mito fusion yeast 5%, TCR act 7%, AT treatment -8%, Menin-MLL TR inh 3%, TSG101-PTAP inh -2%, MBNL1-CUG inh 13%, S-ASM inh 1% and TSHR antagonist 2.
`Cc1ccc(-n2nc(C)c(C(=O)O)n2)c(C)c1` gave Integrin act MD -7%, MLL CXXC-DNA inh -9%, Mito fusion yeast -2%, TCR act 1%[46.1 µM], AT treatment 10%, Menin-MLL TR inh -1%, TSG101-PTAP inh -2%, MBNL1-CUG inh inconclusive, S-ASM inh 3% and TSHR antagonist -12.
`Cc1nc(N)sc1C(=O)N1N=N1` gave Integrin act MD 2%, MLL CXXC-DNA inh 24%, Mito fusion yeast -6%, TCR act -2%, AT treatment 2%, TSG101-PTAP inh 0%, S-ASM inh 8% and TSHR antagonist -3.
Screening COc1ccc(Cl)cc1NC(=O)c1nnn(CC(=O)Nc2ccc3c(c2)OCO3)c1N returned Integrin act MD inconclusive, MLL CXXC-DNA inh 24%, Mito fusion yeast -6%, TCR act 5%, AT treatment 4%, Menin-MLL TR inh -4%, TSG101-PTAP inh 4%, MBNL1-CUG inh 27%, S-ASM inh 8% and TSHR antagonist 3.
For O=C(CCc1nnc(CCC2CCCCC2)o1)NCCc1cccnc1 the results were Integrin act MD -6%, MLL CXXC-DNA inh -3%, Mito fusion yeast -3%, TCR act -2%, AT treatment 2%[11.5 µM], Menin-MLL TR inh 1%, TSG101-PTAP inh -5%, MBNL1-CUG inh 0%, S-ASM inh 4% and TSHR antagonist -1.
Screening Cc1ccc(NS(=O)(=O)c2ccc(OCC(=O)NCc3ccncc3)cc2)cc1 returned Integrin act MD 5%, MLL CXXC-DNA inh 14%, Mito fusion yeast -3%, TCR act 0%[46.1 µM], AT treatment -2%, Menin-MLL TR inh 2%, TSG101-PTAP inh -1%, MBNL1-CUG inh inconclusive, S-ASM inh 2% and TSHR antagonist 10.
C1CCN(CCCNC2C3CC4CC(C3)CC2C4)C1 (stereo not drawn) was read as Integrin act MD -47%[inhibitor], MLL CXXC-DNA inh 7%, Mito fusion yeast -5%, TCR act -1%[46.1 µM], AT treatment 1%, Menin-MLL TR inh -19%, TSG101-PTAP inh -6%, MBNL1-CUG inh -1%, S-ASM inh 3% and TSHR antagonist -8.
Screening CN1/C(=C\C(=O)Nc2ccc(Cl)cc2)C(C)(C)c2ccccc21 returned Integrin act MD 19%, MLL CXXC-DNA inh -1%, Mito fusion yeast -13%, TCR act 1%[46.1 µM], AT treatment -2%, Menin-MLL TR inh inconclusive, TSG101-PTAP inh 0%, MBNL1-CUG inh -2%, S-ASM inh -20% and TSHR antagonist -20.
Screening CC1Sc2ccc(S(=O)(=O)CCC(=O)N3CCCC3)cc2NC1=O (stereo not drawn) returned Integrin act MD 37%, MLL CXXC-DNA inh 4%, Mito fusion yeast -4%, TCR act 0%, AT treatment 2%, Menin-MLL TR inh 0%, TSG101-PTAP inh -6%, MBNL1-CUG inh 4%, S-ASM inh -1% and TSHR antagonist -4.
For O=C1CN(C(=O)NCC(=O)N[C@H](C(=O)O)c2ccccc2)c2ccccc2N1 the results were Integrin act MD 26%, MLL CXXC-DNA inh 4%, Mito fusion yeast inconclusive, TCR act -9%, AT treatment inconclusive, Menin-MLL TR inh -4%, TSG101-PTAP inh -7%, MBNL1-CUG inh -12%, S-ASM inh 0% and TSHR antagonist 41.
Screening COc1ccccc1Nc1nc(N)nc(CSC(=S)N2CCOCC2)n1 returned Integrin act MD -6%, MLL CXXC-DNA inh 12%, Mito fusion yeast 2%, TCR act 4%, AT treatment -12%, TSG101-PTAP inh -1%, MBNL1-CUG inh -7%, S-ASM inh -7% and TSHR antagonist -7.
For Cc1ccc(NC(=O)c2cccnc2)cc1C the results were Integrin act MD 0%, MLL CXXC-DNA inh -8%, Mito fusion yeast 1%, TCR act 2%, AT treatment -8%, Menin-MLL TR inh -8%, TSG101-PTAP inh 1%, MBNL1-CUG inh -2%, S-ASM inh -2% and TSHR antagonist -8.
Screening C[C@H](CO)N1C[C@H](C)[C@@H](CN(C)S(=O)(=O)c2cccs2)Oc2ccc(NC(=O)Cc3ccccc3)cc2C1=O returned Integrin act MD 1%, TCR act 6%, AT treatment 5%, TSG101-PTAP inh -1%, S-ASM inh 2% and TSHR antagonist -7.
`COc1ccc(N2CCN(S(=O)(=O)c3cc4c(cc3C)NC(=O)CO4)CC2)cc1` gave Integrin act MD 10%, Mito fusion yeast 2%, TCR act 7%, AT treatment -1%, Menin-MLL TR inh 15%, TSG101-PTAP inh 1%, MBNL1-CUG inh 0%, S-ASM inh -2% and TSHR antagonist 1.
Screening COc1cccc(-c2ccc(SCC(=O)N3CCc4ccccc43)nn2)c1 returned MLL CXXC-DNA inh 6%, Mito fusion yeast -1%, TCR act -1%[46.1 µM], AT treatment 11%, Menin-MLL TR inh 9%, MBNL1-CUG inh -10% and TSHR antagonist 0.
For COC(=O)c1cccc(NC(=O)c2cnn(C)c2)c1 the results were Integrin act MD -19%, TCR act -4%, TSG101-PTAP inh 0% and S-ASM inh 1%.
`COc1ccc(/C([O-])=C(/C(=S)Nc2ccc(C)c(C)c2)n2c[n+](C)c3ccccc32)cc1OC` gave Integrin act MD inconclusive, MLL CXXC-DNA inh 5%, Mito fusion yeast 0%, TCR act -1%, AT treatment -10%, Menin-MLL TR inh -1%, TSG101-PTAP inh -2%, MBNL1-CUG inh -5%, S-ASM inh 2% and TSHR antagonist -3.
`O=C(CNC(=O)c1ccc(S(=O)(=O)N2CCCC2)cc1)N/N=C/c1c(Cl)cccc1Cl` gave Integrin act MD 5%, MLL CXXC-DNA inh 1%, Mito fusion yeast 0%, TCR act 4%[46.1 µM], AT treatment -6%, Menin-MLL TR inh 6%, TSG101-PTAP inh 0%, MBNL1-CUG inh -3%, S-ASM inh -8% and TSHR antagonist 13.
`COCC(=O)Nc1nc2ccccc2s1` gave Integrin act MD 1%, MLL CXXC-DNA inh -2%, Mito fusion yeast 0%, TCR act 4%, Menin-MLL TR inh 8%, TSG101-PTAP inh -3%, MBNL1-CUG inh 8% and S-ASM inh 2%.
Screening CN(C(=O)CN1C(=O)NC(C)(CCc2ccccc2)C1=O)c1ccccc1 (stereo not drawn) returned Integrin act MD 6%, Mito fusion yeast -7%, TCR act 3%, AT treatment 3%, TSG101-PTAP inh -1%, S-ASM inh 5% and TSHR antagonist 6.
For OC(COCc1ccccc1)CN1CCN(c2ccccc2)CC1 (stereo not drawn) the results were Integrin act MD 0%, MLL CXXC-DNA inh -9%, Mito fusion yeast -2%, TCR act -3%, AT treatment -2%, Menin-MLL TR inh -5%, TSG101-PTAP inh -4%, MBNL1-CUG inh -5%, S-ASM inh 6% and TSHR antagonist 5.
Screening CC(=O)n1c2ccccc2c2nc(NC(C)C)sc21 returned Integrin act MD -43%, MLL CXXC-DNA inh 4%, Mito fusion yeast 2%, TCR act 4%, AT treatment -4%, Menin-MLL TR inh 7%, TSG101-PTAP inh -7%, MBNL1-CUG inh 21%, S-ASM inh 1% and TSHR antagonist -10.
For CCOC(=O)c1ccc(N2CCOCC2)c(NS(=O)(=O)c2ccc(F)cc2)c1 the results were Integrin act MD inconclusive, MLL CXXC-DNA inh -6%, Mito fusion yeast -3%, TCR act 1%, AT treatment 1%, TSG101-PTAP inh 1%, MBNL1-CUG inh -2%, S-ASM inh -2% and TSHR antagonist -2.
For CCCCn1c(N)c(N(CCOC)C(=O)c2ccc3c(c2)C(=O)N(c2ccccc2C)C3=O)c(=O)[nH]c1=O the results were Integrin act MD 27%, Mito fusion yeast -2%, TCR act 1%, AT treatment 4%, TSG101-PTAP inh -2%, S-ASM inh 9% and TSHR antagonist 8.
For Cc1ccc(SCCNC(=O)c2ccc(C)c(S(=O)(=O)Nc3ccccc3C)c2)cc1 the results were Integrin act MD -51%[inhibitor], MLL CXXC-DNA inh 8%, Mito fusion yeast 13%, TCR act -1%, AT treatment -2%, Menin-MLL TR inh 2%, TSG101-PTAP inh -4%, MBNL1-CUG inh 4%, S-ASM inh -10% and TSHR antagonist -11.
O=C(NCCc1ccccc1)c1ccc(=O)[nH]c1 was read as Integrin act MD 4%, MLL CXXC-DNA inh -4%, Mito fusion yeast 1%, TCR act 6%, AT treatment 9%, Menin-MLL TR inh 1%, TSG101-PTAP inh 0%, MBNL1-CUG inh -2%, S-ASM inh 1% and TSHR antagonist 24.
